MOR-DOR ag – OPRM1-OPRD1 heterodimerization agonism; P35372+P41143; cells, luminescence; activation, % at 9.3 µM; 340,000 compounds, 0.3% hits; in the data active = activation above about 18%;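 note: 0% = vehicle-treated cells and 100% = reference agonist; values of inactives mirror those of a sister screen read the other way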
Keap1-Nrf2 PPI – disrupts human Keap1 binding to Nrf2 peptide; Keap1 Kelch-Nrf2 peptide fluorescence polarization, 1536-well; Q14145; 340,000 compounds, 0.15% hits; inhibition, % at 9.4 µM; in the data active = inhibition above about 12%; inconclusive = no clear call, values can overlap the other calls; inactive = below about 7.3%;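 note: human Keap1 Kelch domain with fluorescein labeled Nrf2 9mer peptide probe; 0% = neutral control wells and 100% = peptide positive control; higher means more block of Keap1 binding to Nrf2 peptide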
Target sequence (Q14145 whole entry, looked up, the tested form may be a part): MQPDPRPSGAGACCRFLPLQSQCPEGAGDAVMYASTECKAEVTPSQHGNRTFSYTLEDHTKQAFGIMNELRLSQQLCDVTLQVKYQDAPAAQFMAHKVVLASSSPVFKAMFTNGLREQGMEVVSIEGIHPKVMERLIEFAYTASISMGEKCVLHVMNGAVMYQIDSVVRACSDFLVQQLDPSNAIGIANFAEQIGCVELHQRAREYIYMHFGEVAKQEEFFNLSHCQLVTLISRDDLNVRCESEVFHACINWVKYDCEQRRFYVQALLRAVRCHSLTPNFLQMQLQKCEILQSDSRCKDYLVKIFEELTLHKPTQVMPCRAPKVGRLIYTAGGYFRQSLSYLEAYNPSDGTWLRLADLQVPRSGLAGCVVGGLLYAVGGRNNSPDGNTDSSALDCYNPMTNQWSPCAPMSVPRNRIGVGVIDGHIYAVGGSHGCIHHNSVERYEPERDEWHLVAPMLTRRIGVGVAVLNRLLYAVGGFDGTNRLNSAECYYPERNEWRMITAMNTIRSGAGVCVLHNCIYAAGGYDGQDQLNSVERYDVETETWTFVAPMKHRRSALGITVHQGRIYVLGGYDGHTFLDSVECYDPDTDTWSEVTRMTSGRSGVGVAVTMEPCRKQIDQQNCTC
Wnt bcat act – activates Wnt/beta-catenin signaling in a reporter cell assay | activator, plate reader | activation, % at 9.35 µM | 300,000 compounds, 1.2% hits | AID 743398; in the data active = activation above about 30%, passing the limit was not always enough; inconclusive = no clear call, values can overlap the other calls;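 note: 0% = neutral control wells and 100% = positive control wells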
Arr AP2 block – human beta-arrestin and AP2 interaction inhibition; inhibition, % at 10 µM; FITC-arrestin peptide / GST-AP2 beads, flow cytometry; AP2 beta2 appendage carries R879A mutation; 340,000 compounds, 0.31% hits;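 active = inhibition above a set limit, near 3 SD of compounds lacking own fluorescence, cut at about 54% in these data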;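 note: plate controls were DMSO wells for no effect and 5 µM unlabelled arrestin peptide for full effect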
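Assay system: GST-AP2 R879A bound to glutathione beads, E. coli-expressed; Medium: PBS with 0.05% Tween 20 and 0.1% BSA; Also added: fluorescein-tagged arrestin peptide at 50 nM final; Timing: 12 min plus 1 h, RT; Measured by: flow cytometry, FL1 (488/535 nm); Evaluation: percent drop in bead-associated FITC signal.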
Pemphigus Ab inh – human desmoglein-3 autoantibody binding inhibition | binding (percent of control), % at 10 µM | 310,000 compounds, 0.48% hits | DSG3-coupled beads, scFv-anti-DSG3-GFP binding, flow cytometry; hits give low values | P32926;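 active = binding more than 3 SD below its plate's average and above zero; inconclusive = below that plate limit but binding exactly zero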;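 note: hits lower antibody fragment binding to DSG3; some compounds called inactive have numbers as strong as hits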
RTF Ca sens act – cardiac RTF calcium sensitization. P19429+P45379. IANBD-labeled TnC RTF fluorescence at EC20 calcium; 0% EC20 calcium, 100% full calcium. activation, % at 7.2 µM. 340,000 compounds, 0.24% hits;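 active = activation above the mean over all tested compounds plus 3 SD, cut at about 30% in these data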;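 note: rise in fluorescence read as greater calcium sensitivity of cardiac thin filaments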
LANA DNA inh – inhibitors of KSHV LANA C-terminal domain DNA binding. MBP-C-LANA/FAM-LBS DNA binding, fluorescence polarization. inhibition, % at 9 µM. 340,000 compounds, 0.078% hits;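 active = highest replicate inhibition at or above 60% at 9 µM, even if other replicates fall short; inactive = all replicates below 60% inhibition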;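 note: 0% = neutral control wells and 100% = 4 µM acridine orange control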
V-ATPase pHluor – yeast V-ATPase proton transport regulation by pHLuorin | response, % at 10 µM | 350,000 compounds, 0.37% hits | AID 504577 | S. cerevisiae, pHLuorin cytosolic pH fluorescence; in the data active = response mostly above about 7.3%, no sharp cut-off; inactive = mostly below about 5.4%; note: actives read high; inactives centre near 0; some compounds called inactive have numbers as strong as hits; reference of the scale not given here
MOR-DOR inv ag – inverse agonist of human OPRM1-OPRD1 heterodimerization; cell-based MOR-DOR heterodimer luminescence, inverse agonism; 340,000 compounds, 0.21% hits; inhibition, % at 9.3 µM; AID 504357; in the data active = inhibition above about 22%, passing the limit was not always enough;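 note: 0% = cells with DMSO and 100% = wells without cells with DMSO; values of inactives mirror those of a sister screen read the other way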
RTF Ca sens inh – cardiac RTF calcium desensitization | P19429+P45379 | IANBD-labeled cardiac RTF, Ca2+ fluorescence | inhibition, % at 7.15 µM | 340,000 compounds, 0.12% hits | AID 493244;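 active = inhibition above the mean inhibition of all tested compounds plus 3 SD, cut at about 17% in these data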;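 note: assay run at fixed EC70 calcium of 1.6 mM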
Numbers without * were called inactive.

COc1ccccc1N1CCN(C(=O)/C=C/c2c(Cl)nc3ccccn23)CC1 was read as MOR-DOR ag -0.3, Keap1-Nrf2 PPI 2.1, Wnt bcat act inconclusive, Arr AP2 block -5.1, Pemphigus Ab inh 107.5, RTF Ca sens act 1.2, LANA DNA inh 9.9, V-ATPase pHluor 3.6, MOR-DOR inv ag 1.3 and RTF Ca sens inh -1.9.
`CCOc1ccccc1NC(=O)Cn1c(=O)sc2ccccc21` gave MOR-DOR ag -1.0, Keap1-Nrf2 PPI -0.2, Wnt bcat act -2.4, Arr AP2 block 7.1, Pemphigus Ab inh 116.1, RTF Ca sens act -4.9, LANA DNA inh -0.5, V-ATPase pHluor 11.8, MOR-DOR inv ag 4.6 and RTF Ca sens inh 2.1.
COc1ccc(-c2nc(C#N)c(N3CCCCC3)o2)cc1 was read as MOR-DOR ag 1.4, Keap1-Nrf2 PPI -2.8, Wnt bcat act 0.9, Arr AP2 block -11.8, Pemphigus Ab inh 90.9, RTF Ca sens act 1.8, LANA DNA inh 1.3, V-ATPase pHluor 2.6, MOR-DOR inv ag -6.7 and RTF Ca sens inh -7.5.
`O=S1(=O)CCC(N=Cc2cc(Br)ccc2O)C1` (centres undefined) gave MOR-DOR ag 2.1, Keap1-Nrf2 PPI -0.8, Arr AP2 block 1.0, Pemphigus Ab inh 107.5, RTF Ca sens act 8.1, LANA DNA inh -0.2, V-ATPase pHluor 2.7, MOR-DOR inv ag -12.5 and RTF Ca sens inh -5.7.
COc1ccc(N2C(=O)C3CCCN3C2c2cc(OC)c(OC)c(OC)c2)cc1 (centres undefined) was read as MOR-DOR ag 1.4, Keap1-Nrf2 PPI 1.7, Wnt bcat act -2.7, Arr AP2 block 15.8, Pemphigus Ab inh 105.7, RTF Ca sens act 4.3, LANA DNA inh 4.7, V-ATPase pHluor -1.2, MOR-DOR inv ag -7.4 and RTF Ca sens inh 1.4.
For NNc1nc2sc3c(c2c(=O)n1C1CCCCC1)CCN(Cc1ccccc1)C3 the results were MOR-DOR ag -0.2, Keap1-Nrf2 PPI -2.9, Wnt bcat act -1.8, Arr AP2 block 6.1, Pemphigus Ab inh 112.1, RTF Ca sens act 8.0, V-ATPase pHluor 5.4, MOR-DOR inv ag 1.2 and RTF Ca sens inh -4.5.
For Cc1ccc2nc(-c3ccc(NC(=O)COC(=O)c4ccc(=O)[nH]c4)cc3)sc2c1 the results were MOR-DOR ag 0.4, Keap1-Nrf2 PPI -10.5, Wnt bcat act 13.8, Arr AP2 block -3.4, Pemphigus Ab inh 99.3, RTF Ca sens act 4.6, LANA DNA inh -1.4, V-ATPase pHluor 0.1, MOR-DOR inv ag -2.2 and RTF Ca sens inh -6.1.
For CCOc1cc2c(cc1/C=C/C(=O)O)OC(C)C2 (centres undefined) the results were MOR-DOR ag -1.4, Keap1-Nrf2 PPI 0.2, Wnt bcat act 1.9, Arr AP2 block -4.9, Pemphigus Ab inh 103.8, RTF Ca sens act 0.4, LANA DNA inh 2.7, V-ATPase pHluor -0.5, MOR-DOR inv ag 7.6 and RTF Ca sens inh -7.1.
Cc1ccc(N=CNc2ccc(C)cc2C)c(C)c1 was read as Keap1-Nrf2 PPI -0.1, Wnt bcat act -3.3, Arr AP2 block -4.1, Pemphigus Ab inh 99.1, LANA DNA inh -0.3 and V-ATPase pHluor 3.4.
CCOC(=O)c1cccc(NC(=O)c2cncc(Br)c2)c1 was read as MOR-DOR ag 2.4, Keap1-Nrf2 PPI 0.4, Wnt bcat act 21.8, Arr AP2 block 4.1, Pemphigus Ab inh 97.5, RTF Ca sens act -2.5, LANA DNA inh 0.8, V-ATPase pHluor -3.4, MOR-DOR inv ag -14.2 and RTF Ca sens inh 1.5.
For COc1ccc(CCNC(=O)/C=C\c2ccccc2)cc1OC the results were MOR-DOR ag -0.9, Keap1-Nrf2 PPI 0.6, Wnt bcat act 8.8, Arr AP2 block 8.6, Pemphigus Ab inh 98.0, RTF Ca sens act 3.1, LANA DNA inh 1.3, V-ATPase pHluor -0.9, MOR-DOR inv ag 5.0 and RTF Ca sens inh 4.4.
Screening COc1cccc(N2C(=O)CN(Cc3cc(OC)c(OC)c(OC)c3)C2=S)c1 returned MOR-DOR ag -3.6, Keap1-Nrf2 PPI -0.4, Wnt bcat act 2.0, Arr AP2 block -4.3, Pemphigus Ab inh 98.1, RTF Ca sens act -6.1, LANA DNA inh 1.2, V-ATPase pHluor -2.4, MOR-DOR inv ag 16.9 and RTF Ca sens inh -4.2.
For CS(=O)(=O)N(CC(=O)N1CCC(C(N)=O)CC1)c1cc(C(F)(F)F)ccc1Cl the results were MOR-DOR ag 0.5, Keap1-Nrf2 PPI -1.7, Wnt bcat act -1.8, Arr AP2 block 16.5, Pemphigus Ab inh 95.9, RTF Ca sens act 1.2, LANA DNA inh -1.8, V-ATPase pHluor 9.0, MOR-DOR inv ag -3.0 and RTF Ca sens inh -9.0.
COc1ccc(CCNC(=O)CSc2nc3[nH]ncc3c(=O)n2-c2ccc(Br)cc2)cc1OC was read as MOR-DOR ag -1.8, Keap1-Nrf2 PPI -4.0, Wnt bcat act 6.1, Arr AP2 block 0.8, Pemphigus Ab inh 97.5, RTF Ca sens act 1.1, LANA DNA inh 0.5, V-ATPase pHluor -1.8, MOR-DOR inv ag 10.0 and RTF Ca sens inh -9.1.
Screening CC(OC(=O)c1ccc(Cl)nc1)C(=O)N1CCc2ccccc21 (centres undefined) returned MOR-DOR ag -1.3, Keap1-Nrf2 PPI -2.2, Wnt bcat act 2.4, Arr AP2 block 24.4, Pemphigus Ab inh 104.0, RTF Ca sens act -1.0, LANA DNA inh -6.1, V-ATPase pHluor 1.2, MOR-DOR inv ag 8.6 and RTF Ca sens inh 4.8.
COc1cc(CN2CCCC(CO)(Cc3ccccc3)C2)ccc1O (centres undefined) was read as MOR-DOR ag -0.9, Keap1-Nrf2 PPI -0.1, Wnt bcat act -0.4, Arr AP2 block 9.7, Pemphigus Ab inh 99.2, RTF Ca sens act 0.7, LANA DNA inh 2.1, V-ATPase pHluor 3.7, MOR-DOR inv ag 4.4 and RTF Ca sens inh -0.2.
For COc1ccc(CCNC(=O)c2cc(S(=O)(=O)N3CCCCC3)ccc2Cl)cc1 the results were MOR-DOR ag 0.0, Keap1-Nrf2 PPI -4.4, Wnt bcat act -2.1, Arr AP2 block -10.6, Pemphigus Ab inh 97.6, RTF Ca sens act -6.1, LANA DNA inh 1.2, V-ATPase pHluor -2.7, MOR-DOR inv ag 0.1 and RTF Ca sens inh -7.3.
O=C(CCSc1ccccc1)OCn1nnc2ccccc2c1=O was read as MOR-DOR ag -1.9, Keap1-Nrf2 PPI -1.2, Wnt bcat act 4.1, Arr AP2 block 6.2, Pemphigus Ab inh 101.3, RTF Ca sens act 6.8, LANA DNA inh 0.5, V-ATPase pHluor 1.3, MOR-DOR inv ag 9.6 and RTF Ca sens inh -5.7.
COC1OC2COC(c3ccccc3)OC2C(O)C1NC(C)=O (centres undefined) was read as MOR-DOR ag -0.6, Keap1-Nrf2 PPI -5.7, Wnt bcat act -2.6, Arr AP2 block 20.5, Pemphigus Ab inh 101.2, RTF Ca sens act -1.3, LANA DNA inh 0.9, V-ATPase pHluor -2.9, MOR-DOR inv ag 2.8 and RTF Ca sens inh -15.7.
Screening COc1cccc(OCC(=O)N(C)Cc2nc(-c3ccccc3)no2)c1 returned MOR-DOR ag 0.0, Keap1-Nrf2 PPI 0.0, Wnt bcat act 0.4, Arr AP2 block 28.6, Pemphigus Ab inh 96.4, RTF Ca sens act -3.4, LANA DNA inh -0.2, V-ATPase pHluor -1.3, MOR-DOR inv ag 0.2 and RTF Ca sens inh -6.1.

Continued, overlapping the part above by 2 compounds.
COC1OC2COC(c3ccccc3)OC2C(O)C1NC(C)=O (centres undefined) was read as MOR-DOR ag -0.6, Keap1-Nrf2 PPI -5.7, Wnt bcat act -2.6, Arr AP2 block 20.5, Pemphigus Ab inh 101.2, RTF Ca sens act -1.3, LANA DNA inh 0.9, V-ATPase pHluor -2.9, MOR-DOR inv ag 2.8 and RTF Ca sens inh -15.7.
Screening COc1cccc(OCC(=O)N(C)Cc2nc(-c3ccccc3)no2)c1 returned MOR-DOR ag 0.0, Keap1-Nrf2 PPI 0.0, Wnt bcat act 0.4, Arr AP2 block 28.6, Pemphigus Ab inh 96.4, RTF Ca sens act -3.4, LANA DNA inh -0.2, V-ATPase pHluor -1.3, MOR-DOR inv ag 0.2 and RTF Ca sens inh -6.1.
For N#Cc1ccc(OCC(=O)Nc2nc(-c3cccnc3)cs2)cc1 the results were MOR-DOR ag 9.8, Keap1-Nrf2 PPI -3.3, Wnt bcat act -0.8, Arr AP2 block -2.0, Pemphigus Ab inh 98.2, RTF Ca sens act 4.0, LANA DNA inh 2.5, V-ATPase pHluor 0.9, MOR-DOR inv ag -38.7 and RTF Ca sens inh -1.3.
Screening O=C(CSc1ccc([N+](=O)[O-])cc1)NCC1CCCCC1 returned MOR-DOR ag 0.1, Keap1-Nrf2 PPI 1.6, Wnt bcat act -0.3, Arr AP2 block -6.1, Pemphigus Ab inh 100.0, RTF Ca sens act 0.9, LANA DNA inh 0.1, V-ATPase pHluor 1.8, MOR-DOR inv ag -0.4 and RTF Ca sens inh 1.8.
For CC1CCCN(C(=O)COC(=O)CSc2ccc(C(N)=O)cc2[N+](=O)[O-])C1 (centres undefined) the results were MOR-DOR ag -1.6, Keap1-Nrf2 PPI 1.2, Wnt bcat act -0.3, Pemphigus Ab inh 101.9, RTF Ca sens act -6.2, LANA DNA inh -0.7, V-ATPase pHluor 3.1, MOR-DOR inv ag 10.7 and RTF Ca sens inh -9.8.
`CCOc1ccc(-c2cccc(NC(=O)c3ccco3)c2)nn1` gave MOR-DOR ag 0.0, Keap1-Nrf2 PPI -8.8, Wnt bcat act -0.7, Arr AP2 block 5.2, Pemphigus Ab inh 116.7, RTF Ca sens act -3.1, LANA DNA inh -0.4, V-ATPase pHluor 1.1, MOR-DOR inv ag 0.2 and RTF Ca sens inh 6.7.
`COc1ccc(CC(C)N2CCN(c3ccccc3)CC2)cc1OC` (centres undefined) gave MOR-DOR ag 2.1, Keap1-Nrf2 PPI 2.9, Wnt bcat act -0.7, Arr AP2 block 3.9, Pemphigus Ab inh 97.0, RTF Ca sens act 3.5, LANA DNA inh 0.2, V-ATPase pHluor -2.9, MOR-DOR inv ag -12.9 and RTF Ca sens inh 3.9.
Screening O=C(COC(=O)CCCOc1ccc(Cl)cc1Cl)Nc1cccc(Cl)c1 returned MOR-DOR ag 2.6, Keap1-Nrf2 PPI -5.1, Wnt bcat act -0.3, Arr AP2 block 4.0, RTF Ca sens act -2.6, LANA DNA inh -0.5, V-ATPase pHluor -3.3, MOR-DOR inv ag -13.5 and RTF Ca sens inh -8.5.
Screening C=C1CC[C@@H]2[C@](C)(CCC[C@@]2(C)/C=C/[C@@H](O)C(C)(C)O)[C@H]1CC(=O)NCCS(=O)(=O)O returned MOR-DOR ag -0.1, Keap1-Nrf2 PPI -6.0, Wnt bcat act -0.5, Arr AP2 block -0.2, Pemphigus Ab inh 199.8, RTF Ca sens act 2.9, LANA DNA inh 0.0, V-ATPase pHluor 6.3, MOR-DOR inv ag 0.4 and RTF Ca sens inh -10.1.
